Screening data: PubChem BioAssay, several laboratories
OX1R antag-1: antagonists of human orexin 1 receptor | CHO/OX1R cells, Fluo-8 calcium fluorescence, orexin A | inhibition, % at 5 µM | actives 0.43% (n = 330,000) | AID 434989;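 active means inhibition above its plate's threshold, mean inhibition of all tested compounds on the plate plus 3 SD, cut at about 37% in these data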;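 further: 0% = orexin A challenge wells and 100% = SB-334867-A antagonist wells; not every result past the cut was called active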
Target sequence (O43613 whole entry, looked up): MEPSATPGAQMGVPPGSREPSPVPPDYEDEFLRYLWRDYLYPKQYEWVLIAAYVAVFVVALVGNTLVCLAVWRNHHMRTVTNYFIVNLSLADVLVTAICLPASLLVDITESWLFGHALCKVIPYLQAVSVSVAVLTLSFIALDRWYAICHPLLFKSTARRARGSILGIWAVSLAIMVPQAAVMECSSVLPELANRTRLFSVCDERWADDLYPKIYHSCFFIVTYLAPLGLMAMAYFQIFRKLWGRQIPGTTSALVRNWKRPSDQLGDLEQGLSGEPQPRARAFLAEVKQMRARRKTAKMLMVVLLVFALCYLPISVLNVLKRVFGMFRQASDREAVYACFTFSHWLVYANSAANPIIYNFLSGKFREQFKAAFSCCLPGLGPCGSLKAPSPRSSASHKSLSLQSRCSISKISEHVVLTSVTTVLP
STK33 inh: inhibitors of human STK33 kinase; AID 2661; actives 0.073% (n = 320,000); purified STK33, MBP phosphorylation, ADP-Glo luminescence; inhibition, % at 10 µM;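 active means inhibition at or above 25%, using the most active replicate where run in duplicate; inactive means inhibition below 25%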
Target sequence (Q9BYT3 whole entry, looked up): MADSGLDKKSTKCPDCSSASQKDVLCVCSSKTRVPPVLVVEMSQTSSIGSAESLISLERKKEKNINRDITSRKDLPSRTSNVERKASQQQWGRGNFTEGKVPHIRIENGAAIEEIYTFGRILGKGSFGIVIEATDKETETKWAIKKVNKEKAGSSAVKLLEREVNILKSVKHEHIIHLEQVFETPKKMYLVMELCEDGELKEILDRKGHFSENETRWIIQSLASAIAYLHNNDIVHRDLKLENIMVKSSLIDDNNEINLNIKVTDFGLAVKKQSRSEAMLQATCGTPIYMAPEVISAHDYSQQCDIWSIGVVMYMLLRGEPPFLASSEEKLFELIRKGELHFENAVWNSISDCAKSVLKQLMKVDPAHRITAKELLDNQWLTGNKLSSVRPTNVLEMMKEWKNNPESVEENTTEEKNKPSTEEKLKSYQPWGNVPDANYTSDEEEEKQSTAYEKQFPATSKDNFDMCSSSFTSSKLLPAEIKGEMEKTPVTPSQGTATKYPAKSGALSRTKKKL
OX1R antag-2: OX1R (human) antagonism. O43613. OX1R-expressing cells, FRET antagonist read-out. inhibition, % at 6.6 µM. actives 1.8% (n = 330,000). AID 485270; in the data active means inhibition mostly above about 38%, no sharp cut-off; inactive means mostly below about 40%;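 further: 0% = agonist challenge alone and 100% = reference antagonist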
* hit, by the source's call; nt = no result given. The order is random; 2.2% or so of the library scored in one or more.

Compound | OX1R antag-1 | STK33 inh | OX1R antag-2
Cc1cc(C)n(CC(=O)NNC(=O)COc2ccc(Cl)cc2Cl)n1 | -11 | 0.1 | 2
CC(C)(C)C(=O)Nc1nnc(SCC(=O)NC2CCCCC2)s1 | -25 | -0.5 | 17
Cc1ccccc1-c1cc(-c2ccccc2O)n[nH]1 | -7 | 1.0 | 21
Cc1sc(NC(=O)C2CSC3(C)CCC(=O)N23)nc1-c1ccccc1 (configuration not stated) | -16 | -0.8 | 13
Cc1c(F)cccc1NC(=O)CCC(=O)O | 2 | -2.0 | 15
O=C(Cc1c(O)c2ccccc2[nH]c1=O)NCc1ccc(F)cc1 | -17 | 0.1 | 15
COc1ccc(/C=C2\SC(=O)N(CC(=O)Nc3ccc(F)cc3)C2=O)cc1O | 3 | 1.5 | 16
COc1cccc(N2C(=O)C3CC=C(Cl)CC3C2=O)c1 (configuration not stated) | -6 | 1.1 | -1
O=C(NNC(=S)NC1CCCCC1)c1ccccc1Br | -10 | -1.1 | 6
COc1ccc(CNc2ncc(-c3ccc(F)cc3)n2C)c2ccccc12 | -7 | -3.0 | 12
COc1cccc(C(c2sc3nc(C)nn3c2O)N2CCC3(CC2)OCCO3)c1 (configuration not stated) | -10 | -0.8 | 4
O=C(c1ccccc1SCc1ccc(F)cc1)N1CCOCC1 | -8 | -1.6 | 1
COc1ccc(C(=O)N2CCN(CCNC(=O)C(=O)Nc3ccc(F)cc3)CC2)cc1OC | -21 | -2.7 | 18
CCn1c(SCC(=O)n2c(C)c(C)c3ccccc32)nnc1-c1ccco1 | -39 | -2.3 | 15
CC(=O)C1=C(C)N(CC2CC2)C(=O)N[C@H]1c1ccc(Br)cc1 | -21 | -2.0 | 8
CCCCNC(=O)c1ccc2c(c1)ncn2C1CCCCC1 | 0 | 4.6 | 34
O=[N+]([O-])c1ccc(N2CCN(S(=O)(=O)c3cnc[nH]3)CC2)cc1 | 2 | -0.4 | 11
O=C(c1ccccc1)N1CCOC12CCN(c1ncc(C(F)(F)F)cc1Cl)CC2 | -19 | 0.9 | 14
O=C(CN1C(=O)C2C3C=CC(C3)C2C1=O)Nc1ccc(S(=O)(=O)N2CCCCC2)cc1 (configuration not stated) | -19 | -1.1 | 20
Cc1nn(C)c(C)c1NC(=O)c1cc2nc(-c3ccco3)cc(C(F)(F)F)n2n1 | -6 | 0.5 | 36
CCS(CC)=NS(=O)(=O)c1ccc(NC(C)=O)cc1 | -3 | nt | 15
O=C(/C=C/c1ccccc1)Nc1ncn[nH]1 | -5 | 0.5 | 12
Cc1ccccc1OCC(=O)Nc1nc(C)c(C(=O)N(C)C)s1 | -17 | -0.7 | 12
CCCCn1c(SCC(=O)Nc2cc(NC(=O)c3ccco3)ccc2C)nc2ccccc2c1=O | -12 | 0.5 | 41*
COc1ccc(N(CC(=O)Nc2cc(Cl)ccc2OC)C2=NC3CS(=O)(=O)CC3S2)cc1 (configuration not stated) | 2 | -0.5 | 2

Ordered by molar mass (descending): 3 of the compounds above.
Compound | OX1R antag-1 | STK33 inh | OX1R antag-2
COc1cccc(C(c2sc3nc(C)nn3c2O)N2CCC3(CC2)OCCO3)c1 (configuration not stated) | -10 | -0.8 | 4
COc1ccc(/C=C2\SC(=O)N(CC(=O)Nc3ccc(F)cc3)C2=O)cc1O | 3 | 1.5 | 16
CC(C)(C)C(=O)Nc1nnc(SCC(=O)NC2CCCCC2)s1 | -25 | -0.5 | 17

Next section
Compound | OX1R antag-1 | STK33 inh | OX1R antag-2
O=C(Nc1ccccc1)c1ccc(S(=O)(=O)N2CCC(C(=O)O)CC2)cc1 | -1 | -1.4 | 17
CCOc1ccc2[nH]c(O)c(NC(C)=O)c2c1 | -88 | -2.0 | 19
Cc1cccc(C)c1NC(=O)C(NC(=O)CN1C(=O)c2ccccc2C1=O)c1ccccc1 (configuration not stated) | -4 | -0.1 | -3
CN(CC(=O)Nc1cc(S(=O)(=O)N2CCCC2)ccc1Cl)Cc1ccc2c(c1)OCO2 | 14 | -1.2 | 13
O=C1C=CC2C(c3ccc4c(c3)OCO4)CC1N2Cc1ccccc1 (configuration not stated) | -3 | 3.3 | 12
O=C(Nc1ccc(Br)c(C(F)(F)F)c1)c1ccccc1 | -6 | -0.2 | 31
CCCCN(CC)C(=O)C1CCC(CNS(=O)(=O)c2cccc3nsnc23)CC1 (configuration not stated) | -9 | -0.5 | 21
O=C(Cn1nc(CNc2ccc(Cl)cc2)[n+]2c1CCCCC2)c1ccc(Br)cc1 | -24 | nt | 12
CN(C)c1cc[n+](CC[n+]2ccc(N(C)C)cc2)cc1 | -9 | 0.4 | 3
COc1ccc(C(=O)Nc2cc3c(cc2N2CCOCC2)n(C)c(=O)n3C)cc1OC | -7 | -0.6 | 10
CCCc1nc(N)c(C#N)c(N)c1C#N | -19 | -0.2 | 24
CCc1cc(C(=O)c2ccc(OC)cc2)c(NC(=O)CCC(=O)O)s1 | -15 | -0.7 | 19
CCCCC[C@@H]1C=C(C(=O)O)[C@H](c2ccc(Br)cc2)N1S(=O)(=O)c1ccc(C)cc1 | -25 | nt | 21
COC(=O)c1cc(C(=O)OC)n(Cc2ccc(Cl)cc2Cl)n1 | -34 | -0.9 | 10
CCN(C(=O)CN1C(=O)NC(c2ccccc2)(c2ccccc2)C1=O)c1ccccc1 | -27 | 1.4 | 12
O=C1CCCC2=C1C(c1ccccc1)CC(=O)N2c1ccc(F)cc1F (configuration not stated) | -17 | -1.3 | 8
COc1ncccc1-c1nnn(-c2ccc(C)cc2)n1 | -23 | 0.6 | 24
COc1cc(C2C(C#N)=C(N)Oc3cc4c(cc32)OCO4)cc(OC)c1OC (configuration not stated) | -16 | -0.3 | 9
Cc1cnnn1-c1ccc(C(=O)CCl)cc1 | -11 | 0.4 | 11
CCC(C)[C@H](NC(=O)NCc1ccc(S(N)(=O)=O)cc1)C(=O)OC (some centres not stated) | -27 | -0.1 | 12
O=C(NCc1ccncc1)/C(=C/c1cccc([N+](=O)[O-])c1)NC(=O)c1ccccc1 | 7 | -1.9 | 26
CCCCn1nnnc1SCC(=O)NC1CCCCC1 | -14 | -0.3 | 3
COC(=O)c1cc(Br)c(=O)n(CCN2CCCC2)c1 | 4 | -1.2 | 10
O=C(CSc1nc2ccccc2c(=O)n1CCCN1CCOCC1)NCCc1ccccc1 | -28 | -1.8 | 7
CC1(C)OC(=O)N(c2ccccc2)C12C=Cc1c(ccc3ccccc13)O2 (configuration not stated) | -2 | -1.4 | 22

The list continues:
Compound | OX1R antag-1 | STK33 inh | OX1R antag-2
CNC(=O)Nc1cccc(C(F)(F)F)c1 | -7 | -1.0 | 11
O=C(NC1CCCCC1)c1cccc2c1C(=O)c1ccc(N3CCCC3)cc1S2(=O)=O | 20 | -1.6 | 34
CC(C)OCC(O)CN1CCN(CCN2C(=O)c3cccc4cccc(c34)C2=O)CC1 (configuration not stated) | -30 | -2.2 | 41*
CC(C)(C)NC(=O)COc1coc(CN2CCN(Cc3ccccc3)CC2)cc1=O | -2 | -1.0 | 8
O=C(Cn1cnc2ccccc2c1=O)OCC(=O)c1ccc2c(c1)OCCO2 | -28 | 0.4 | 8
COC(=O)c1cccc(NS(=O)(=O)c2ccc(NC(C)=O)cc2)c1C | -13 | 0.1 | 7
Cc1cc(C)c(C(=O)NCC2CCCO2)c(C)c1C(=O)NCC1CCCO1 (configuration not stated) | -8 | -1.1 | 14
CCOC(=O)c1nn(-c2ccc(F)cc2)c2nc(CC(C)C)c(C#N)c(=O)n12 | -26 | -2.1 | 7
COc1cc(/C=N/NC(=O)C(=O)NCc2cccnc2)cc(OC)c1OC | -6 | -1.5 | 5
O=C(Nc1nnc(-c2ccco2)o1)c1ccc(Cl)cc1 | 4 | -1.5 | 12
Nc1ccc(-n2nc(C(F)(F)F)cc2C(F)(F)F)cc1 | 7 | -1.4 | 6
CCOc1ccc(S(=O)(=O)NCCC(=O)NCC(c2cccs2)N(C)C)cc1 (configuration not stated) | -22 | -2.2 | 23
Cc1ccc(CNC(=O)COC(=O)CSc2cc(C)c(Br)cc2C)cc1 | -15 | nt | 9
COC(=O)/C=C(\C)NC(=O)c1ccc(F)cc1 | -19 | 0.0 | 20
CCCc1cc(=O)[nH]c(SCC(=O)N(C)CC(=O)Nc2ccccc2CC)n1 | -19 | -1.4 | 19
CCOc1ccc(NC(=O)CC2C(=O)N(c3ccccc3)C(=O)N2Cc2ccccn2)cc1 (configuration not stated) | -21 | -0.6 | 7
CC1(C)Oc2ccc3ccc(=O)oc3c2[C@@H](O)[C@H]1O | 2 | -0.8 | -3
C=CCSc1nc(C)c(CCCC)c(=O)[nH]1 | -23 | 5.5 | 32
COc1cccc(NC(=O)CNC(=O)c2cccs2)c1 | 0 | 0.8 | 9
O=C(Nc1nc2ccccc2[nH]1)c1cccc(F)c1 | -24 | 1.5 | 25
c1ccc2c(-c3ccc(OCCN4CCCCC4)cc3)c(-c3ccsc3)sc2c1 | 10 | 0.0 | 2
O=C1C2CC=C(Cl)CC2C(=O)N1CC1OCCc2ccccc21 (configuration not stated) | -16 | -1.7 | 13
O=C(O)C1CCC(Cn2c(SCc3cc(=O)n4cc(Cl)ccc4n3)nc3ccsc3c2=O)CC1 (configuration not stated) | -22 | -1.0 | 17
N=c1c(C(=O)NCC2CCCO2)cc2c(=O)n3ccccc3nc2n1Cc1ccc(F)cc1 (configuration not stated) | -28 | 0.4 | 54*
COc1cccc(C(=O)Nc2ccc(C(=O)O)cc2)c1 | -11 | 4.6 | 16

Continuation.
Every second line gives: OX1R antag-1	STK33 inh	OX1R antag-2
COc1ccccc1CN(C)C(=O)c1ccccc1Sc1ccccc1C#N
 : 1	-2.4	60
C/C(=N\NC(=S)NC(C)C)c1ccco1
 : -9	-0.8	-12
Cc1c(CC(=O)O)c(=O)oc2cc(OCc3nn[nH]n3)ccc12
 : -2	0.9	8
O=C1NN(c2ccccc2)C(=O)/C1=C\c1ccc2c(c1)OCO2
 : -7	-0.8	12
Cc1n[nH]c(C)c1N=Nc1cc(Cl)ccc1Cl
 : -26	-2.7	30
CCCCOC(=O)/C(=C/c1cn(C)c2ccccc12)NC(=O)c1ccc(OC)cc1
 : -19	-1.2	14
CCN(CC)CCC(C)OC(c1ccccc1)c1ccccc1 (configuration not stated)
 : -23	-1.6	21
COC(=O)[C@H](CC(C)C)N1Cc2cc(OC)cc(OC)c2-c2ccccc2S1(=O)=O
 : -15	nt	12
O=C(Cc1c(F)cccc1Cl)OCC(=O)c1ccc[nH]1
 : -12	-1.9	5
CCOc1c(Br)cc(C(=O)N2CCCN(C)CC2)cc1OC
 : -15	0.8	3
CCOc1ccc2nc(SCC(=O)Nc3ccc4[nH]c(=O)[nH]c4c3)[nH]c2c1
 : -21	1.1	15
CCOc1cc(/C=N/Nc2nc(C)cc(=O)[nH]2)ccc1O
 : -30	-1.5	7
CCOC(=O)c1cc(-c2ccc(N3CCOCC3)cc2)nn1-c1ccc(F)cc1F
 : -30	-1.2	14
[O-][n+]1ccc(C2CC2)cc1
 : -1	-1.6	5
CC1CC(C)CN(C(=O)CSc2nnc3ccccn23)C1 (configuration not stated)
 : -10	0.2	2
CC1CC(C)CN(C(=O)CCCNC(=O)c2ccc(Cl)cc2)C1 (configuration not stated)
 : -22	-0.5	22
CC(CCc1ccccc1)NC(=O)CCc1cn(C)c2ccccc12 (configuration not stated)
 : -14	0.2	1
CCC(=O)NCCc1nc2cc(NC(=O)c3cccs3)ccc2n1C
 : -14	1.7	7
O=C(Nc1ccc(F)cc1F)c1csc(-c2ccccc2)n1
 : -31	0.0	13
Cc1nn(C(C)C)c(C)c1CN1CCCC(CCC(=O)NCc2ccccc2F)C1 (configuration not stated)
 : -16	-0.6	10
COc1ccc(N2C(=O)C(Cl)=C(Nc3c(C)n(C)n(-c4ccccc4)c3=O)C2=O)cc1
 : -8	-2.6	16
O=C(CCl)Nc1nc(-c2ccco2)c(-c2ccco2)s1
 : 4	7.6	13
O=C(NC(=S)Nc1ccc(O)cc1)c1ccccc1Cl
 : -22	1.7	3
Cc1cc(C)nc(SCC(=O)NNC(=O)c2ccccc2C)n1
 : -6	-1.2	9
OC(CNCc1ccc2c(c1)OCO2)COc1ccc(F)cc1 (configuration not stated)
 : -17	-1.1	5
COc1cccc(/C=N/n2c(=O)[nH]c3ccccc32)c1OC
 : -2	-0.7	34
CC(C)Oc1ccc(S(=O)(=O)N2CCOCC2)cc1NC(=O)CC1CCCC1
 : -20	-0.2	6
CCC(C)[C@H](NC(=O)[C@@H]1CSC2c3ccccc3C(=O)N21)C(=O)N1CCCCC1 (some centres not stated)
 : -28	0.2	14
O=C(O)c1ccc(CSc2nc(-c3ccccc3)cc(C(F)(F)F)n2)cc1
 : 4	-0.7	44
O=C(Nc1ccccc1)c1ccccc1OCc1ccc(F)cc1
 : -28	-1.4	9

OX1R antag-2: entries above that show a hit.
Every second line gives: OX1R antag-1	STK33 inh	OX1R antag-2
CCCCn1c(SCC(=O)Nc2cc(NC(=O)c3ccco3)ccc2C)nc2ccccc2c1=O
 : -12	0.5	41*
CC(C)OCC(O)CN1CCN(CCN2C(=O)c3cccc4cccc(c34)C2=O)CC1 (configuration not stated)
 : -30	-2.2	41*
N=c1c(C(=O)NCC2CCCO2)cc2c(=O)n3ccccc3nc2n1Cc1ccc(F)cc1 (configuration not stated)
 : -28	0.4	54*

Later entries:
Every second line gives: OX1R antag-1	STK33 inh	OX1R antag-2
Cc1ccc(C(=O)C2=C(O)C(=O)N(CCCn3ccnc3)C2c2ccc(OC(C)C)cc2)o1 (configuration not stated)
 : -14	1.4	11
Cc1ccccc1N1C(=O)CC(Sc2nnc(-c3ccccc3)o2)C1=O (configuration not stated)
 : -17	0.5	22
CC[C@]1(C(=O)OC)[C@H]2C(=O)N(Cc3ccccc3)C(=O)[C@H]2[C@H]2CN=C(SC)N21
 : -9	nt	1
COc1ccc2oc(C)c(C(=O)c3ccccc3)c2c1
 : -27	-1.8	10
COC(=O)C1CCN(C(=O)c2c(-c3ccccc3Cl)noc2C)CC1
 : -15	0.0	5
COC(=O)c1ccccc1NC(=O)CN1CCOCC1
 : -20	0.4	3
